TRHR ag: activates the human TRH receptor. TRHR cells, calcium flux fluo-8, FDSS agonist mode. activation, % at 2 µM. AID 493084. 0.18% of 360,000 active; in the data active means activation above about 30%; further: 0% is about no effect
Target sequence (P34981 whole entry, looked up): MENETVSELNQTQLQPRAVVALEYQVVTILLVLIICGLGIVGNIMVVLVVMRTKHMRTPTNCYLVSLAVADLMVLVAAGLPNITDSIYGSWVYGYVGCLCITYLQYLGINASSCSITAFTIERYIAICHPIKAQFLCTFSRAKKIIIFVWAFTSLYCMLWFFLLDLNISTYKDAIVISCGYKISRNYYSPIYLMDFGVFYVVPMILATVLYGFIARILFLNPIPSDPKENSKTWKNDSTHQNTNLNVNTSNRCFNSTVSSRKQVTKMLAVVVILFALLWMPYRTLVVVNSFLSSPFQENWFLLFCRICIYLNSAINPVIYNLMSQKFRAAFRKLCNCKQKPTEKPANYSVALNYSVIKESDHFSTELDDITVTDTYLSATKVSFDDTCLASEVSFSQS
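Read-out: compound-evoked intracellular calcium rise in TRHR cells, fluo-8 dye, kinetic FDSS fluorescence at 1 s/cycle following a 10-cycle baseline. Cells cultured overnight before dye loading (30 min–1.5 h, RT).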
Apoferritin bind: candidate novel general anesthetic via apoferritin binding. P02791. apoferritin/1-aminoanthracene competitive binding, fluorescence. Potency, µM (series often up to 77.5 µM), inactives show at the highest dose activity change, negative = displacement, hits mostly inhibitors. 0.074% of 350,000 active; further: potency means the concentration at half of the fitted maximal effect; on the % scale 0 is the no-effect control and ±100 the full control effect; nearly all actives have a fitted effect of over 20% in size
Target sequence (P02791 2-175 limits assumed): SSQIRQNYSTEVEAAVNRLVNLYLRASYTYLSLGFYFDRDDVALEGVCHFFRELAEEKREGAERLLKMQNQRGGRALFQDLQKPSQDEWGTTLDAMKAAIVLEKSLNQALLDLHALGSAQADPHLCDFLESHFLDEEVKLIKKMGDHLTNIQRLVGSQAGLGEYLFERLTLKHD
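Read-out: endpoint 1-AMA fluorescence, excitation 380 nm and emission 535 nm, after compounds sit 10 min at room temperature with 10 uM horse-spleen apoferritin in 50% saturated 1-AMA/PBS. Values come from four-parameter Hill fits.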
ERG-DNA inh: ERG Ets/DNA interaction inhibition; fluorescence polarization, His-ERG Ets domain / labelled DNA; Potency, µM (top dose mostly 76.9 µM), for the others: top-dose FP activity, negative = inhibition, most hits filed as inhibitors; 0.028% of 370,000 active; AID 624246; active means well fitted inhibition curve with a large enough effect in the polarisation, with a control signal flat; inconclusive means small, poorly fitted or top-dose-only effect, or effect the other way, or a change in a side signal; inactive means no such curve, though single readings can be large or run the other way; the % refers to the polarisation;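 further: polarization taken with two DNA probes labelled with fluorescein and Texas red; potency means the concentration at half of the fitted maximal effect; % of control where 0% means no effect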
Target sequence (P11308 whole entry, looked up, the tested form may be a part): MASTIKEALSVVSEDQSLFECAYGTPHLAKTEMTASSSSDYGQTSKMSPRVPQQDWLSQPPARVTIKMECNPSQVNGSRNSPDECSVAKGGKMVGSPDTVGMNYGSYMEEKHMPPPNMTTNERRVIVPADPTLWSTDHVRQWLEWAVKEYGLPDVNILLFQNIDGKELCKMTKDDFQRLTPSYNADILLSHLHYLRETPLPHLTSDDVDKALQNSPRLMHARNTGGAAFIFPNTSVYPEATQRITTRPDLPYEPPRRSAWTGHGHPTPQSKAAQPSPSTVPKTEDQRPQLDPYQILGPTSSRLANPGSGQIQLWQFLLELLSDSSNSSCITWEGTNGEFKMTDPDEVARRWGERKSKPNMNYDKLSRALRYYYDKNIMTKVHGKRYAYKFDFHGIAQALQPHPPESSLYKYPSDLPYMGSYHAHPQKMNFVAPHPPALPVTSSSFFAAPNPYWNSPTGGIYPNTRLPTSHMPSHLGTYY
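His-tagged ERG Ets domain (1 uM in the protein solution; 300mM KCl, 50mM Tris-HCl, 1mM EDTA, 1mM DTT, pH 7.5) received compound, then a probe mix of 5 nM fluorescein-DNA and 100nM Texas-615-DNA. Fluorescence polarization was read for both dyes.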
POLI inh: inhibitors of human DNA polymerase iota; Q9UNA4; Pol iota fluorescent replication assay, 10 min; Potency, µM (top dose mostly 115 µM), for inactives: top-dose activity, negative = inhibition, most hits filed as inhibitors; 1% of 390,000 active; AID 588590; further: potency means the concentration at half of the fitted maximal effect
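Pol iota at 10 nM preincubated 15 min with compounds at room temperature; reaction started with fluorescent substrate, 50 nM final. Fluorescence read kinetically at 0 and 10 min; buffer-only wells as negative control.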
ALOX12 inh: inhibitors of human 12S-lipoxygenase ALOX12 | purified 12hLO, xylenol orange hydroperoxide absorbance | Potency, µM (doses to about 108 µM), for inactives: at the top dose activity change, negative = inhibition, hits mostly inhibitors | 1.1% of 580,000 active; further: potency means the concentration at half of the fitted maximal effect; on the % scale 0 is the no-effect control and ±100 the full control effect
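Hydroperoxide product was detected by ferrous iron/xylenol orange as the 573 to 405 nm absorbance ratio. Arachidonic acid at 40 uM (final) was turned over for 30 min at room temperature by 150 nM human 12hLO, pH 7.0 Hepes buffer, after 15 min compound preincubation.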
Pol kappa inh: inhibitors of human DNA polymerase kappa; AID 588579; purified Pol kappa, fluorescent DNA synthesis assay, 10 min; Q9UBT6; 0.53% of 400,000 active; Potency, µM (titrated, usually from 107 µM), for inactives: top-dose activity, negative = inhibition, hits mostly inhibitors; further: potency means the concentration at half of the fitted maximal effect; on the % scale 0 is the no-effect control and ±100 the full control effect
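Here, compound and 10 nM enzyme are combined for 15 min at room temperature; adding 50 nM substrate (final) starts DNA synthesis, tracked by fluorescence at 0 and 10 min against buffer-only wells.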
APEX1 inh: APE1 (human) endonuclease inhibition. 0.35% of 350,000 active. Potency, µM (top dose mostly 65.8 µM), for the others: at the top dose activity change, negative = inhibition, usual class: inhibitors. AID 2517. recombinant APE1, TAMRA/BHQ-2 abasic DNA cleavage fluorescence;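 further: potency means the concentration at half of the fitted maximal effect; plate controls were vehicle for no effect and reference inhibitor for full effect; nearly all actives have a fitted effect of over 55% in size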
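APE1 at 0.75 nM final was preincubated with compound 15 min at room temperature, then 50 nM double-stranded THF abasic-site substrate (5'-TAMRA/3'-BHQ-2) was added. Fluorescence (ex 525/em 598 nm) was read kinetically; third-minus-first read gave activity.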
POLB inh: DNA polymerase beta (human) inhibition | P06746 | Pol beta primer extension/strand displacement, fluorescence kinetic | Potency, µM (series often up to 114 µM), for inactives: at the highest dose activity change, negative = inhibition, most hits filed as inhibitors | 1.3% of 340,000 active | AID 485314; further: potency means the concentration at half of the fitted maximal effect; on the % scale 0 is the no-effect control and ±100 the full control effect
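10 nM enzyme + cpd, 15 min RT; start with substrate 50 nM final; read 0 min and after 10 min RT. Corrected, normalized data; 4-parameter Hill curve fit.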
BLM inh: inhibitors of human Bloom syndrome helicase BLM. AID 2528. 0.2% of 350,000 active. recombinant BLM DNA unwinding, fluorescence dequenching. Potency, µM (titrated, usually from 56.1 µM), for the others: top-dose activity change, negative = inhibition, hits mostly inhibitors;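 further: potency means the concentration at half of the fitted maximal effect; plate controls were vehicle for no effect and no enzyme for full effect; nearly all actives have a fitted effect of over 35% in size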
Numbers without * were called inactive; ? = inconclusive; / = not tested or not shown; & = joins results of further samples; [ ] = another dose, or the depositor's remark. Unless noted, the call rests on the fitted dose curve; in most records, active means well fitted curve in the direction sought with a large enough effect; inconclusive means small, poorly fitted or top-dose-only effect, or another doubt; inactive means no such curve, though single readings can be large; an effect the other way counts as inactive or inconclusive. This is a subset; rates above refer to the full screens.

Structure,TRHR ag,Apoferritin bind,ERG-DNA inh,POLI inh,ALOX12 inh,Pol kappa inh,APEX1 inh,POLB inh,BLM inh
Cc1ccn2c(C(=O)N/N=C\c3cccs3)c(C)nc2c1,0.4,2%,-7%,?,3%,-19%,-3%,?,-4%
CCCCC1CCC(C(=O)Nc2ccc(S(=O)(=O)Nc3nccs3)cc2)CC1 (stereo not drawn),-0.6,?,3%,1%,/,-15%,0%,-13%,-10%
COc1ccc(NS(=O)(=O)c2ccc(N3CCOCC3)c(NC(=O)/C=C/C(=O)O)c2)cc1,/,/,8%,-23%,-12%,-28%,/,/,/
Cc1cc(C)nc(Nc2n[nH]c(Cc3ccccc3)n2)n1,18,-6%,/,/,/,/,-3%,8%,-12%
CCc1ccc(NC(=O)c2sc3nc4c(cc3c2N)CN(CC)CC4)cc1,0.6,-8%,?,8%,14%,-26%,/,-14%,-14%
CCCCc1nc(SCC(=O)Nc2ncccn2)n[nH]1,1.0,-14%,-3%,3%,0%,-5%,-7%,27%,1%
Cc1ccc(C)c(OCCn2cc(C(=O)O)c3ccccc32)c1,0.0,-6%,1%,37%[activator],13%,-4%,3%,-15%,-6%
Cc1cc(C)c2c(N)c(C(=O)Nc3ccccc3Br)sc2n1,0.1,-11%,1%,3%,1%,-9%,-6%,24%,-6%
O=C(/C=N/O)Nc1ccccc1,1.1,-5%,6%,7%,0%,-1%,-2%,35%,1%
COC(=O)C1CCN(C(c2ccc(OC)c(OC)c2)c2sc3nc(C)nn3c2O)CC1 (stereo not drawn),0.0,-9%,-3%,12%,1%[57.4 µM],5%,-7%,2%,0%
O=C(/C=C/c1ccccc1)Nc1cccc(C(=O)NCCCCc2ccccc2)c1,/,/,11%,21%,0%,0%,/,/,/
Cc1ccc(N2C(=O)NC(NS(=O)(=O)c3ccc(C)cc3)(C(F)(F)F)C2=O)cc1 (stereo not drawn),0.4,-3%,-2%,131%[activator],15%,2%,14%,32%,-5%
CCCC(=O)NC(c1ccccc1)c1ccc2cccnc2c1O (stereo not drawn),0.4,-18%,21%,35%[activator],-22%,0%,22%,8%,-15%
Cc1ccc(C)c(NC(=O)CCc2ccc(S(=O)(=O)NC3CCCCC3)cc2)c1,0.1,-15%,-3%,4%,0%,-6%,5%,1%,-2%
CCC1CCCCN1S(=O)(=O)c1ccc(NC(=O)c2cccnc2)cc1 (stereo not drawn),1.2,-17%,21%,10%,-22%,-5%,36%,22%,-14%

Next section:
Structure,TRHR ag,Apoferritin bind,ERG-DNA inh,POLI inh,ALOX12 inh,Pol kappa inh,APEX1 inh,POLB inh,BLM inh
Cc1ccc(C)c(N2N=C(C(=O)Nc3ccc(S(=O)(=O)N4CCCC4)cc3)CCC2=O)c1,2.0,3%,-6%,3%,0%,9%,-1%,0%,-6%
Cc1ccc(C(=O)N/C(=C\c2ccccc2)C(=O)NCc2cccnc2)cc1,0.1,-7%,5%,59%[activator],10%,3%,1%,3%,-4%
CN1CCN(S(=O)(=O)c2ccc(NC(=O)COc3ccccc3)cc2)CC1,-0.3,-13%,-8%,-24%,-8%,5%,3%,2%,-11%
CCNC(=O)N1CCC(n2nccc2NC(=O)CCCc2ccccc2)CC1,0.4,-2%,-5%,20%,0%,-10%,-12%,-2%,0%
Cc1c(NC(=O)c2ccccc2)cc(C(C)C)c(O)c1S(=O)(=O)c1ccc(Cl)cc1,2.0,34%[activator],-1%,-1%,5%,-5%[60.1 µM],/,18%,-13%
CCOC(=O)CSc1nc2ccc(NC(=O)c3ccccc3F)cc2s1,0.3,-11%,2%,39%[activator],-17%,0%,/,?,-11%
Cc1cc(Nc2ccc(C)c(C)c2)c2ccccc2n1,0.3,-12%,-2%,7%,0%,1%,0%,21%,-6%
NS(=O)(=O)c1ccc(NC(=S)NC(=O)c2ccc3c(c2)OCO3)cc1,-0.4,-6%,2%,91%[activator],-25%,2%,-2%,36%,-6%
COc1ccc2cc3cc(C(=O)N4CCN(c5ccccn5)CC4)oc3nc2c1,-0.5,-6%,-1%,34%[activator],17%,9%,24%,-6%,-6%
CCN1C[C@@H]2[C@@H]3C(=O)N(C)C(=O)[C@@H]3[C@](C)(C1=O)N2C(=O)c1ccc(C(F)(F)F)cc1,/,/,-24%,31%[activator],6%,8%,/,/,/
CCOc1ccc(C(=O)NC2CCN(C(=O)Nc3ccc(F)cc3)CC2)cc1,-1.3,-1%,-3%,60%[activator],-6%,4%,36%,11%,-1%
CC(=O)Nc1c(C(=O)Nc2ccccc2F)oc2ccccc12,-1.8,-4%,5%,17%,0%,3%,/,24%,-1%
Cc1occc1C(=O)NNS(=O)(=O)c1ccc([N+](=O)[O-])cc1,-0.1,2%,1%,14%,?,-4%,28%[12.4 µM],30%,0%
COC(=O)CNC(=O)CSc1nnc(C)c(=O)[nH]1,-1.5,41%[activator],6%,20%,3%,-7%,6%,8%,-4%
Cc1cccc(Nc2nc(C)nc3c2oc2ccccc23)c1,-2.2,?,-1%,-8%,?,13%,58%[activator],-2%,-1%

Looked up by compound from above:
Structure,TRHR ag,Apoferritin bind,ERG-DNA inh,POLI inh,ALOX12 inh,Pol kappa inh,APEX1 inh,POLB inh,BLM inh
CCOc1ccc(C(=O)NC2CCN(C(=O)Nc3ccc(F)cc3)CC2)cc1,-1.3,-1%,-3%,60%[activator],-6%,4%,36%,11%,-1%
COc1ccc2cc3cc(C(=O)N4CCN(c5ccccn5)CC4)oc3nc2c1,-0.5,-6%,-1%,34%[activator],17%,9%,24%,-6%,-6%

(cont.)
Structure,TRHR ag,Apoferritin bind,ERG-DNA inh,POLI inh,ALOX12 inh,Pol kappa inh,APEX1 inh,POLB inh,BLM inh
O=C(NCc1ccc2c(c1)OCO2)C1CCCN1S(=O)(=O)c1ccc(F)cc1 (stereo not drawn),1.3,4%,1%,48%[activator],3%,-7%,10%,11%,0%
COc1ccccc1N1CCN(CC(O)COc2cc(C)cc(C)c2)CC1 (stereo not drawn),-0.1,-17%,-12%,-6%,?,-10%,/,8%,-4%
O=C(CCS(=O)(=O)c1ccccc1)N1CCN(c2cccc(C(F)(F)F)c2)CC1,-1.3,8%,-7%,1%,-5%,-1%,2%,-23%,-7%
COc1cc(OC)c(C2N(c3ccc(Cl)cc3)C(=O)C3CCCN32)cc1OC (stereo not drawn),-0.6,-16%,2%,7%,-24%,-23%,-4%,0%,1%
C=CCC[C@H](Cc1ccc(F)cc1)C(=O)OC[C@@H](NC(=O)[C@@H](CC=C)CC(=O)N(CCO)Cc1ccccc1)C(C)(C)C,/,/,1%,?,-26%,-14%,-13%,/,/
CC1(C)CC2(CCO1)CNC(=O)O2 (stereo not drawn),0.7,-16%,6%,-5%,-9%,-10%,10%,36%,-1%
O=[N+]([O-])c1cc(S(=O)(=O)N2CCOCC2)ccc1NS(=O)(=O)c1ccccc1,/,/,1%,94%[activator],-12%,-1%,37%,/,/
CC1(c2nnc(-c3ccc(F)cc3)o2)CC(c2cccnc2)=NO1 (stereo not drawn),/,/,3%,23%,-3%,1%,/,/,/
CCCCCCCCCC(=O)OCC(CO)OC(=O)CCCCCCCCC (stereo not drawn),/,-12%,/,/,0%[12.5 µM],-7%[19.4 µM],0%&3%,/,-8%
COCc1nnc(NC(=O)c2ccc(S(=O)(=O)N(C)Cc3ccccc3)cc2)o1,-0.4,5%,5%,49%[activator],-6%,-6%,-4%[12.4 µM],24%,-1%
CCSc1nnc(NC(=O)c2cnccn2)s1,0.8,-8%,/,?,/,-2%,-4%,22%,-7%
CCN(c1ccccc1)S(=O)(=O)c1cccc(C(=O)NCC(c2ccc(F)cc2)N2CCOCC2)c1 (stereo not drawn),/,/,18%,-8%,0%,-4%,/,/,/
COC(=O)CSc1nc2ccc(N)cc2s1,0.1,-12%,6%,100%[activator],55%[activator],12%,-1%,-1%,-21%
Cc1ccc(C(=O)NCC(=O)OCC(=O)NC2CCCC(C)C2C)s1 (stereo not drawn),-0.5,?,0%,92%[activator],-9%,-11%,5%,-11%,-8%
O=C(CCCCn1c(=O)[nH]c2ccsc2c1=O)NCCc1ccccc1,0.6,-8%,-1%,38%[activator],-1%,-6%,-7%,0%,-1%

Further entries follow:
Structure,TRHR ag,Apoferritin bind,ERG-DNA inh,POLI inh,ALOX12 inh,Pol kappa inh,APEX1 inh,POLB inh,BLM inh
c1ncc(-c2ccoc2)c(NC2CC2)n1,/,/,/,/,?,?,0%,/,-13%
Cc1c(Cl)cccc1NC(=O)C(CCS(C)(=O)=O)N1Cc2ccccc2C1=O (stereo not drawn),0.3,-12%,-3%,9%,2%,-13%,/,-1%,0%
O=C(Nc1ccc(C(=O)Nc2ccccc2Cl)cc1)c1cccnc1,-0.1,-16%,-8%,14%,7%,4%,28%,18%,1%
O=C(NNC(=S)Nc1ccccc1Cl)c1ccccc1,0.5,-5%,10%,19%,/,-11%,-9%,57%,0%
CC(C)CCN(Cc1ccco1)C(=O)c1cc2c(Cl)nc3ccccc3c2s1,1.1,?,1%,40%[activator],-15%,-4%,/,3%,-11%
CN(C(=O)COC(=O)c1ccc2c(c1)OCO2)C1CCCCC1,/,/,4%,18%,-7%,4%,34%,/,/
CCN(CC(=O)Nc1c(F)cccc1F)C(=O)/C=C/c1ccc(Br)s1,0.2,/,-10%,25%,-18%,-7%,-2%,/,/
CCOC(=O)N1CCC(Nc2nc(OC)nc(OC)n2)CC1,-0.1,-6%,12%,-9%,3%,-1%,-2%,1%,-3%
Cn1cc(CN2CCC(C(=O)Nc3cccc(-c4cscn4)c3)CC2)cn1,0.1,-10%,-3%,68%[activator],5%,-8%,30%,0%,-3%
Cc1ccccc1C(=O)N1CCN(c2ccc(NC(=O)c3ccc4c(c3)OCCO4)cc2)CC1,0.1,1%,-3%,-3%,-3%&4%,-13%,21%,-9%,-3%

High-throughput results: PubChem, National Center for Advancing Translational Sciences (NCATS)
